Screens: PubChem BioAssay, several laboratories
Dengue-2 NS5 capping: Dengue-2 NS5 methyltransferase inhibitors, primary screen, biochemical, confirmation dose response (AID 588689); Dengue-2 NS5 methyltransferase capping enzyme assay, biochemical; higher % means a stronger effect; inhibition, % at 25 µM; hits with a dose series show IC50 in µM; 0.3% of 340,000 active; in the data active means a potency from the dose series
WT yeast gro inh: growth inhibition of WT yeast, mitochondrial fusion screen; mitochondrial fusion phenotypic screen, WT strain; inhibition, % at 10 µM; 2.1% of 190,000 active; in the data active means inhibition above about 58%; tested in S. cerevisiae
Autophagy mod: alters autophagy in cells; calls only at 10 µM (by protocol); MEF GFP-LC3 puncta imaging; test concentration mostly 10 µM; 0.98% of 190,000 active; AID 463193;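 active means percentage of spot-positive cells more than 3 SD above its plate mean, without a fluorescence outlier flag or 80% toxicity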;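 further: spot-positive cell cutoff set from DMSO-treated cells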
AID2073: disruptors of CaV2.2 binding to Mint1 – biochemical, HTRF (AID 2073) | HTRF protein-protein interaction, Mint1-CaV2.2; higher % means a stronger effect | inhibition, % at 20 µM, or IC50 in µM where a hit was titrated | 0.19% of 290,000 active; in the data active means inhibition mostly above about 51%, no sharp cut-off; further: some results filed as inactive read as strong as hits
GPR35 antagonists: GPR35 antagonists blocking zaprinast-driven arrestin recruitment, primary screen, imaging, U2OS, beta-arrestin-GFP, zaprinast agonist (AID 2058). U2OS GPR35 beta-arrestin-GFP translocation imaging, zaprinast antagonism; higher % means a stronger effect. inhibition, % at 10 µM, or IC50 in µM where a hit was titrated. 0.052% of 290,000 active;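 active means inhibition of at least 50% with at least 30 cells and total cytoplasm GFP at most 10,000,000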
NTR1 ag: NTR1-driven beta-arrestin-GFP spot formation – imaging, U2OS cells, high content, primary screen (AID 493036) | P30989 | agonist mode | activation, % at 20 µM | 0.17% of 330,000 active;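 active means activation at or above 40% of the spot to cytoplasm intensity ratio, with at least 20 cells analyzed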;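 further: 0% = DMSO without peptide and 100% = 100 nM NTR1 peptide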
Target sequence (P30989 whole entry, looked up): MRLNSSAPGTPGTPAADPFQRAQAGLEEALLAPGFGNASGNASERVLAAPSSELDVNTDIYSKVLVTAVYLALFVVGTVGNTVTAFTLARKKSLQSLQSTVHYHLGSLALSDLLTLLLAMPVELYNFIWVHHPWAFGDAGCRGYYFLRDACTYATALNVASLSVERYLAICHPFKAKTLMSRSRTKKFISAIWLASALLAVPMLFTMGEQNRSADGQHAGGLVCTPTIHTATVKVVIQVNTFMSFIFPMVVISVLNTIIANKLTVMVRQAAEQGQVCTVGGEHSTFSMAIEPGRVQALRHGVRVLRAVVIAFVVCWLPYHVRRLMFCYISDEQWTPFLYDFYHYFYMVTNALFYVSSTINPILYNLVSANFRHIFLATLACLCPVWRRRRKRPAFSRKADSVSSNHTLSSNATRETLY
LYP phosphatase: inhibitors of LYP phosphatase, biochemical, fluorescence intensity, uHTS (AID 1779); recombinant LYP phosphatase, fluorescence intensity; higher % means a stronger effect; one-dose inhibition, % at 11.5 µM; IC50 in µM for titrated hits; 0.054% of 290,000 active; in the data active means inhibition above about 50%;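 further: plate controls were vehicle with enzyme for no effect and no enzyme for full effect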
K1F lysis inhibition: protection from phage-mediated lysis, alamar blue read-out – E. coli UTI89, K1F phage, bacterial capsule biogenesis inhibitors (AID 488966) | E. coli UTI89 K1F phage lysis, alamar blue, 2 h; higher % means a stronger effect | inhibition, % at 100 µM; hits with a dose series show IC50 in µM | 0.02% of 340,000 active;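 active means phage lysis inhibition, versus mean bacterial control, above a set limit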;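 further: capsule biogenesis inhibitors block K1F phage lysis so surviving cells raise fluorescence; higher fluorescence means more inhibition of phage lysis; actives were called in the ten point dose series up to 300 µM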
RSV antiviral HEp-2: RSV antiviral activity via CPE protection, HEp-2 cells, primary 10 µM value included (AID 2391); HEp-2 cells, RSV-induced CPE inhibition; higher % means a stronger effect; one-dose CPE inhibition, % at 10 µM; IC50 in µM for titrated hits; 0.13% of 310,000 active; in the data active means a potency from the dose series; further: strong numbers were not always called active
WT yeast gro inh mutant strain: also measured in WT yeast gro inh; calls as there; inhibition, %; mitochondrial fusion phenotypic screen, mutant strain inhibition
Autophagy mod cell loss 18 h: further read-out of Autophagy mod, marked with its call; toxicity, %; measured here: cell loss, nuclei count;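 cell loss after 18 h compound exposure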
NTR1 ag cell count 20 µM: recorded beside NTR1 ag, whose call it bears; cell count; measured here: cell count, cytotoxicity flag
* marks the source's active call; other numbers are inactive results; & = joins results of further samples; [ ] = dose if it differs, or a comment.

Results for CCc1nnc(NC(=O)c2ccc(S(=O)(=O)N3CCCCCC3)cc2)s1 ?
Dengue-2 NS5 capping: 0%; WT yeast gro inh: -14; Autophagy mod: inactive; AID2073: 8%; GPR35 antagonists: 2%; NTR1 ag: 9.2; LYP phosphatase: 1%; K1F lysis inhibition: 0.3%; RSV antiviral HEp-2: 2.8%; WT yeast gro inh mutant strain: -30; Autophagy mod cell loss 18 h: 22; NTR1 ag cell count 20 µM: 58

What do the screens show for `C=CCN(c1ccc(C(=O)NCCCn2ccnc2)cc1)S(C)(=O)=O`?
Dengue-2 NS5 capping: -1%; AID2073: 4%; GPR35 antagonists: 0%; NTR1 ag: 0.8; LYP phosphatase: -14%; K1F lysis inhibition: 1.1%; RSV antiviral HEp-2: -0.8%; NTR1 ag cell count 20 µM: 49

Results for Cc1cc(=O)oc2c(CN3CCCC3)c(O)ccc12 ?
Dengue-2 NS5 capping: -1%; AID2073: 30%; GPR35 antagonists: 2%; NTR1 ag: -1.1; LYP phosphatase: -40%; K1F lysis inhibition: 0.5%[50 µM]; RSV antiviral HEp-2: 2.3%; NTR1 ag cell count 20 µM: 43

Results for CCCN1CCN(C(=O)Cn2nc(CC)n3c(cc4sccc43)c2=O)CC1 ?
Dengue-2 NS5 capping: -7%; AID2073: -8%; GPR35 antagonists: -15%; NTR1 ag: 0.6; LYP phosphatase: -6%; K1F lysis inhibition: 5.5%; RSV antiviral HEp-2: 0.1%; NTR1 ag cell count 20 µM: 58

What do the screens show for `CCOC(=O)c1c(NC(=O)CSc2ncnc3ccccc23)sc(C)c1C`?
Dengue-2 NS5 capping: -7%; WT yeast gro inh: -17; Autophagy mod: inactive; AID2073: 5%; GPR35 antagonists: -3%; NTR1 ag: 4.9; LYP phosphatase: -5%; K1F lysis inhibition: 1.8%; RSV antiviral HEp-2: 0.5%; WT yeast gro inh mutant strain: -33; Autophagy mod cell loss 18 h: 7; NTR1 ag cell count 20 µM: 33

What do the screens show for `CC(=O)c1ccc(NC(=S)N2CC(C)CC(C)C2)cc1` (stereo not given)?
Dengue-2 NS5 capping: -4%; WT yeast gro inh: -3; Autophagy mod: inactive; AID2073: -26%; GPR35 antagonists: 20%; NTR1 ag: 1.7; LYP phosphatase: -2%; K1F lysis inhibition: -2.5%; RSV antiviral HEp-2: 1.7%; WT yeast gro inh mutant strain: 1; Autophagy mod cell loss 18 h: -9; NTR1 ag cell count 20 µM: 40

How did CCOc1ccccc1C1CC(=O)NC2=C1C(=O)CCC2 (stereo not given) do in these assays?
Dengue-2 NS5 capping: 0%; WT yeast gro inh: -35; Autophagy mod: inactive; AID2073: 9%; GPR35 antagonists: 0%; NTR1 ag: -0.1; LYP phosphatase: 0%; K1F lysis inhibition: 0.6%; RSV antiviral HEp-2: 0.4%; WT yeast gro inh mutant strain: -10; Autophagy mod cell loss 18 h: -10; NTR1 ag cell count 20 µM: 54

What do the screens show for `COCCNC(=O)c1ccc2c(=O)n(Cc3ccco3)c(SCC(=O)NC3CCCC3)nc2c1`?
Dengue-2 NS5 capping: 2%; WT yeast gro inh: -6; Autophagy mod: inactive; AID2073: -16%; GPR35 antagonists: -5%; NTR1 ag: -1.2; LYP phosphatase: -5%; K1F lysis inhibition: 0.1%; RSV antiviral HEp-2: 0.9%; WT yeast gro inh mutant strain: -2; Autophagy mod cell loss 18 h: -11; NTR1 ag cell count 20 µM: 71

How did CC(C)[n+]1ccn(C2=C([O-])c3ccccc3C(=O)/C2=N\S(=O)(=O)c2ccccc2)c1 do in these assays?
Dengue-2 NS5 capping: 9%; AID2073: -18%; GPR35 antagonists: -10%; NTR1 ag: 1.1; LYP phosphatase: -10%; K1F lysis inhibition: 0.0%; RSV antiviral HEp-2: -1.2%; NTR1 ag cell count 20 µM: 45

What do the screens show for `O=C(COC(=O)C1CCC1)NCc1ccc(Cl)cc1Cl`?
Dengue-2 NS5 capping: 4%; NTR1 ag: 0.3; K1F lysis inhibition: 0.7%[50 µM]; RSV antiviral HEp-2: -1.6%; NTR1 ag cell count 20 µM: 47

What do the screens show for `Cc1ccc(CSc2nnc(CCNC(=O)OC(C)(C)C)o2)cc1`?
Dengue-2 NS5 capping: -3%; AID2073: -3%; GPR35 antagonists: 13%; NTR1 ag: -0.2; LYP phosphatase: -8%; K1F lysis inhibition: 0.4%; RSV antiviral HEp-2: -1.0%; NTR1 ag cell count 20 µM: 49

How did CC1CCCCC1NC(=O)CSc1nnc(CC(=O)Nc2ccccc2F)n1C (stereo not given) do in these assays?
Dengue-2 NS5 capping: 0%; AID2073: 40%; GPR35 antagonists: -4%; NTR1 ag: -1.8; LYP phosphatase: -6%; K1F lysis inhibition: 0.4%; RSV antiviral HEp-2: 1.3%; NTR1 ag cell count 20 µM: 48

How did COc1ccc(NC(=O)c2cccs2)cn1 do in these assays?
Dengue-2 NS5 capping: 2%; AID2073: 4%; GPR35 antagonists: -3%; NTR1 ag: 0.3; LYP phosphatase: -6%; K1F lysis inhibition: 0.7%; RSV antiviral HEp-2: 1.3%; NTR1 ag cell count 20 µM: 58

What do the screens show for `CC(=O)c1cccc(NC(=O)COc2ccccc2C(=O)c2cc(C#N)c(=O)n(C3CCCCC3)c2)c1`?
Dengue-2 NS5 capping: -1%; WT yeast gro inh: 1; Autophagy mod: inactive; AID2073: 5%; GPR35 antagonists: 2%; NTR1 ag: 1.9; LYP phosphatase: 2%; K1F lysis inhibition: 7.2%; RSV antiviral HEp-2: 5.5%; WT yeast gro inh mutant strain: -26; Autophagy mod cell loss 18 h: 7; NTR1 ag cell count 20 µM: 39

Results for O=C(COC(=O)COc1ccc(Cl)cc1Br)NCCC1=CCCCC1 ?
Dengue-2 NS5 capping: -14%; NTR1 ag: 0.5; K1F lysis inhibition: -0.3%[50 µM]; RSV antiviral HEp-2: -0.3%; NTR1 ag cell count 20 µM: 63

What do the screens show for `O=C(Cn1c(=O)sc2ccccc21)NCCOc1ccccc1F`?
Dengue-2 NS5 capping: -2%; WT yeast gro inh: -6; Autophagy mod: inactive; AID2073: 4%; GPR35 antagonists: -8%; NTR1 ag: -2.8; LYP phosphatase: -3%; K1F lysis inhibition: 0.5%; RSV antiviral HEp-2: 0.4%; WT yeast gro inh mutant strain: -6; Autophagy mod cell loss 18 h: -1; NTR1 ag cell count 20 µM: 83

What do the screens show for `CNCC[C@H](Oc1cccc2ccccc12)c1cccs1`?
Dengue-2 NS5 capping: -7%; WT yeast gro inh: 34; AID2073: -8%; GPR35 antagonists: -4%; NTR1 ag: -0.3; LYP phosphatase: 0%; K1F lysis inhibition: -0.4%; RSV antiviral HEp-2: 7.4%&-2.8%; WT yeast gro inh mutant strain: 27; NTR1 ag cell count 20 µM: 50

What do the screens show for `Cc1ccc(C)c(N2CCN(CC(=O)Nc3ccc([N+](=O)[O-])cc3C(=O)Nc3ccccc3F)CC2)c1`?
Dengue-2 NS5 capping: -6%; WT yeast gro inh: -12; Autophagy mod: inactive; AID2073: 2%; GPR35 antagonists: -7%; NTR1 ag: 15; LYP phosphatase: 4%; K1F lysis inhibition: inactive; RSV antiviral HEp-2: -0.4%; WT yeast gro inh mutant strain: 20; Autophagy mod cell loss 18 h: 3; NTR1 ag cell count 20 µM: 82

Results for Cc1cccc(-n2nc3c(c2NC(=O)c2ccco2)CS(=O)C3)c1C (stereo not given) ?
Dengue-2 NS5 capping: -3%; WT yeast gro inh: -3; Autophagy mod: inactive; AID2073: 10%; GPR35 antagonists: -1%; NTR1 ag: -1.1; LYP phosphatase: -6%; K1F lysis inhibition: 0.4%; RSV antiviral HEp-2: -0.6%; WT yeast gro inh mutant strain: 11; Autophagy mod cell loss 18 h: 14; NTR1 ag cell count 20 µM: 78

Results for CCOC(=O)C1CCN(Cc2cc(=O)oc3c(C)c(C)ccc23)CC1 ?
Dengue-2 NS5 capping: -1%; AID2073: 7%; GPR35 antagonists: 7%; NTR1 ag: -0.6; LYP phosphatase: -3%; K1F lysis inhibition: 0.5%; RSV antiviral HEp-2: 3.7%; NTR1 ag cell count 20 µM: 92

How did Cc1c(NC(=O)COc2ncnc3c(Cl)cc(Cl)cc23)c(=O)n(-c2ccccc2)n1C do in these assays?
Dengue-2 NS5 capping: 2%; WT yeast gro inh: -5; Autophagy mod: inactive; AID2073: -6%; GPR35 antagonists: 7%; NTR1 ag: 2.2; LYP phosphatase: -3%; K1F lysis inhibition: 0.9%; RSV antiviral HEp-2: 2.3%; WT yeast gro inh mutant strain: -10; Autophagy mod cell loss 18 h: -13; NTR1 ag cell count 20 µM: 88

Results for O=C(Cc1cccc2ccccc12)NN1C(=O)C2C(C1=O)C1C=CC2C12CC2 (stereo not given) ?
Dengue-2 NS5 capping: -3%; WT yeast gro inh: -12; Autophagy mod: inactive; AID2073: 3%; GPR35 antagonists: 10%; NTR1 ag: 0.4; LYP phosphatase: -10%; K1F lysis inhibition: 1.5%; RSV antiviral HEp-2: 1.2%; WT yeast gro inh mutant strain: -4; Autophagy mod cell loss 18 h: 6; NTR1 ag cell count 20 µM: 46

Quoted from the listing, 4 compounds:
What do the screens show for `Cc1ccc(CSc2nnc(CCNC(=O)OC(C)(C)C)o2)cc1`?
Dengue-2 NS5 capping: -3%; AID2073: -3%; GPR35 antagonists: 13%; NTR1 ag: -0.2; LYP phosphatase: -8%; K1F lysis inhibition: 0.4%; RSV antiviral HEp-2: -1.0%; NTR1 ag cell count 20 µM: 49

How did CC1CCCCC1NC(=O)CSc1nnc(CC(=O)Nc2ccccc2F)n1C (stereo not given) do in these assays?
Dengue-2 NS5 capping: 0%; AID2073: 40%; GPR35 antagonists: -4%; NTR1 ag: -1.8; LYP phosphatase: -6%; K1F lysis inhibition: 0.4%; RSV antiviral HEp-2: 1.3%; NTR1 ag cell count 20 µM: 48

How did COc1ccc(NC(=O)c2cccs2)cn1 do in these assays?
Dengue-2 NS5 capping: 2%; AID2073: 4%; GPR35 antagonists: -3%; NTR1 ag: 0.3; LYP phosphatase: -6%; K1F lysis inhibition: 0.7%; RSV antiviral HEp-2: 1.3%; NTR1 ag cell count 20 µM: 58

What do the screens show for `CC(=O)c1cccc(NC(=O)COc2ccccc2C(=O)c2cc(C#N)c(=O)n(C3CCCCC3)c2)c1`?
Dengue-2 NS5 capping: -1%; WT yeast gro inh: 1; Autophagy mod: inactive; AID2073: 5%; GPR35 antagonists: 2%; NTR1 ag: 1.9; LYP phosphatase: 2%; K1F lysis inhibition: 7.2%; RSV antiviral HEp-2: 5.5%; WT yeast gro inh mutant strain: -26; Autophagy mod cell loss 18 h: 7; NTR1 ag cell count 20 µM: 39
